MEX-5 binding – C. elegans MEX-5 TCR-2 RNA binding activity; Q9XUB2; MEX-5/FITC-TCR2 RNA binding, fluorescence polarization; stronger effect = lower value; activity score (negative = inhibition of binding), % at 10 µM; actives 0.38% (n = 300,000); AID 1832;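 active = inhibition past about -25% in most replicates, and total fluorescence under double the plate's negative control median, limit read from the data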;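 note: 0% = DMSO and -100% = 5 µM competing unlabeled TCR2 RNA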
Target sequence (Q9XUB2 whole entry, looked up): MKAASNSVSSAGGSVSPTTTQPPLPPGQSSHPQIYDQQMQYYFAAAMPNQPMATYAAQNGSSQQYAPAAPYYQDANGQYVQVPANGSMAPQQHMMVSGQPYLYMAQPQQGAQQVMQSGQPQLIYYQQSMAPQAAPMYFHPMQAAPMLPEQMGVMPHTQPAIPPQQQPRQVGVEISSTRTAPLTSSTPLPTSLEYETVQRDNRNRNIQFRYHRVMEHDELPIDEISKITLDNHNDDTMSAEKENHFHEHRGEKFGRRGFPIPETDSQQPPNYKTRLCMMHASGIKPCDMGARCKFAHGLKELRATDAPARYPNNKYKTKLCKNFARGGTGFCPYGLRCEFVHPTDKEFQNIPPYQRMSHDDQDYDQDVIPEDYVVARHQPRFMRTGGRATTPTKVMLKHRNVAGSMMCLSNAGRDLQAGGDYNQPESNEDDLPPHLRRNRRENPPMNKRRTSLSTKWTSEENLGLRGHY
PAFAH1B2 FP inh – PAFAH1B2 (human) inhibition | recombinant PAFAH1B2, FP-rhodamine activity probe, fluorescence polarization | inhibition, % at 3.39 µM | actives 1.2% (n = 340,000);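 active = inhibition above the mean of all tested compounds plus 3 SD, cut at about 24% in these data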;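 note: 0% = enzyme with DMSO and 100% = wells lacking PAFAH1B2; many of its hits are not listed in these tables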
Target sequence (P68402 whole entry, looked up): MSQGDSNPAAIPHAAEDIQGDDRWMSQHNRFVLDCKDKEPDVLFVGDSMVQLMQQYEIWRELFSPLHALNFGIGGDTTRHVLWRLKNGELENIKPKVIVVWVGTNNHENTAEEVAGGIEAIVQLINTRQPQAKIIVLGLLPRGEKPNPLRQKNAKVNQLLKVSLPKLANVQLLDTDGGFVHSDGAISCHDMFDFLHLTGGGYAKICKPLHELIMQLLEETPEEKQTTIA
Active calls of the source: *; nt = not tested or not shown. Some of the compounds tested; rates above refer to the full screens.

no.	SMILES	MEX-5 binding	PAFAH1B2 FP inh
1	CCc1nc(SCc2cc(=O)[nH]c3ccccc23)c2c(C)c(C)sc2n1	nt	0
2	O=C(C=Cc1ccco1)N1CCOCC1	nt	1
3	Nc1ccc2c3c(cccc13)-c1ccccc1-2	nt	4
4	CC(C)c1ccc(/C=N/NC(=O)c2ccc(-n3cnnn3)cc2)cc1	nt	2
5	CCOCCOC(=O)c1ccc(NC(=O)c2cc3ccccc3o2)cc1	nt	0
6	O=C(O)c1cc(O)ccc1O	nt	4
7	Oc1[nH]c2ccccc2c1N=Nc1ccccc1Cl	nt	2
8	c1ccc(CCn2cccc2)nc1	nt	-1
9	CC1(C)CCC(=NNC(N)=S)CC1	nt	5
10	Cc1ccn2c(C(=O)NNC(=O)Nc3ccc(Cl)cc3)c(C)nc2c1	nt	-2
11	Nc1nc2c(c(=O)[nH]1)C(c1cccc3ccccc13)C1=C(N2)c2ccccc2C1=O (centres undefined)	nt	4
12	COc1cc(OC)c(C(=O)NNC(=O)c2ccc(NS(=O)(=O)c3cccs3)cc2)cc1OC	nt	-2
13	COc1cc(C(=O)OCc2csc(CC(=O)Nc3cc(C)ccc3C)n2)ccc1OC(F)F	nt	-3
14	O=C(COC(=O)c1c(F)cccc1Cl)NC1CCCCC1	nt	3
15	CCN(Cc1ccncc1)Cc1c(O)ccc2ccccc12	nt	3
16	CCOc1ccc(OCCC(=O)N(CC)CC(=O)Nc2ccccc2OC)cc1	nt	-1
17	CCOc1ccc(C(=O)NC2C(=O)N3C(C(=O)O)=C(COC(C)=O)CSC23)cc1OCC (centres undefined)	nt	4
18	CCCCN1C(=O)C(C#N)CC2=C1CC(C)(C)CC2=O (centres undefined)	nt	6
19	CC(=O)Nc1ccc2c(c1)Cc1c-2cc(Cl)c(NC(C)=O)c1Cl	nt	2
20	CCNc1cc2c(cc1O)CCC1C2CCC2(C)C(O)CCC12 (centres undefined)	nt	5
21	Cc1cc(OCC(=O)NNC(=S)NC(=O)c2ccc(Br)o2)ccc1Cl	nt	16
22	COc1cc(/C=C(\CC(=O)O)c2nc3ccccc3s2)ccc1OCC(=O)Nc1ccccc1F	nt	1
23	COc1cc(C(c2c(NC(=O)c3ccco3)sc(C)c2C)N2CCOCC2)cc(OC)c1OC (centres undefined)	nt	8
24	O=C1C2C3C=CC(C3)C2C(=O)N1c1ncc([N+](=O)[O-])s1 (centres undefined)	nt	5
25	CCN(C(=O)CSc1nnc(-c2ccc(OC)cc2)n1N)c1c(N)n(Cc2ccccc2)c(=O)[nH]c1=O	nt	-2
26	S=C(NCc1ccco1)NCc1ccco1	nt	3
27	C/C(CCc1ccc2c(c1)OCO2)=N\N=C1\NC(=O)CC(C(=O)Nc2ccc(C(=O)O)cc2)S1 (centres undefined)	nt	-3
28	CCN(CC)c1ccc(NC(=O)c2ccccn2)cc1S(=O)(=O)Nc1ccccc1OC	nt	-1
29	CCOc1ccc(NC(=O)c2ccc3c(c2)C(=O)N(Cc2ccncc2)C3=O)cc1	nt	0
30	COc1cc(C(C)=O)ccc1OCC(=O)Nc1cc(S(=O)(=O)N2CCOCC2)ccc1N1CCCC1	nt	1

Of the compounds above, four have a COOH group:
no.	SMILES	MEX-5 binding	PAFAH1B2 FP inh
6	O=C(O)c1cc(O)ccc1O	nt	4
17	CCOc1ccc(C(=O)NC2C(=O)N3C(C(=O)O)=C(COC(C)=O)CSC23)cc1OCC (centres undefined)	nt	4
22	COc1cc(/C=C(\CC(=O)O)c2nc3ccccc3s2)ccc1OCC(=O)Nc1ccccc1F	nt	1
27	C/C(CCc1ccc2c(c1)OCO2)=N\N=C1\NC(=O)CC(C(=O)Nc2ccc(C(=O)O)cc2)S1 (centres undefined)	nt	-3

Continuation:
no.	SMILES	MEX-5 binding	PAFAH1B2 FP inh
31	CCc1ccc(-n2c(O)c(C=NCCN(CC)CC)c(=O)[nH]c2=O)cc1	nt	0
32	CCOC(=O)c1cc2nc(OCC)nc(OCC)c2[nH]1	nt	2
33	CC1CCCCC12NC(=O)N(CC(=O)OCc1ccccc1Cl)C2=O (centres undefined)	nt	1
34	CCOc1ccccc1C=C1SC(=S)N(CC)C1=O	nt	-3
35	CC(C)C[C@@H](CN)NC(=O)c1nc[nH]c1C(=O)N[C@@H](Cc1c[nH]c2ccccc12)C(=O)CNC[C@H](C)NC(=O)c1nc[nH]c1C(=O)N[C@@H](CC(=O)O)C(=O)O	nt	2
36	C[C@H](O)[C@@H]1C(=O)N2CCc3ccc(-c4cccc(F)c4)cc3[C@@H]2C[C@@H]1N(C)S(=O)(=O)c1ccccc1	nt	1
37	O=C(Nc1cccc(C(=O)NC2CC2)c1)c1ccccc1	nt	-2
38	CC1CCCN(C(=O)CNC(=O)c2sc3ccccc3c2Cl)C1 (centres undefined)	nt	6
39	COc1ccc(-c2nn(-c3ccccc3)cc2C(=O)N(C)CC(=O)Nc2ccccc2Br)cc1	nt	1
40	C=C(C)c1nc(Oc2ccccc2)nc(Oc2ccccc2)n1	nt	-2
41	CCOc1ncnc2c1sc1nc3c(cc12)COC(C)(C)C3	nt	-1
42	CCN(CC)CCCC(C)Nc1nccc2cccc(Cl)c12 (centres undefined)	nt	0
43	O=C(Nc1ccccc1O)c1ccc2c(c1)C(=O)N(Cc1ccco1)C2=O	nt	0
44	COc1cccc(NC(=O)CN(C)C(=O)c2ccc(NC(=O)CC3SC(N4CCCC4)=NC3=O)cc2)c1 (centres undefined)	nt	4
45	O=C1CC(c2ccccc2)Oc2ccccc21 (centres undefined)	nt	2
46	CN(C(=O)c1cccc(NC(=O)Cc2ccc(NC(=O)C3CCCN(C(=O)C4CCCC4)C3)cc2)c1)C1CC1 (centres undefined)	nt	2
47	O=[N+]([O-])c1ccc(NC(c2ccccc2)c2ccc3cccnc3c2O)cc1 (centres undefined)	nt	2
48	O=C(NC1CC1)c1cccc(NC(=O)C2CCCC2)c1	nt	4
49	Nn1c(-c2cccc(O)c2)nnc1-c1cccc(O)c1	nt	-2
50	CC(=O)Nc1ccc2c(c1)C(=Nc1ccc(C)cc1)c1ccccc1-2	nt	1
51	CCC1(CC)SCCNC1=O	nt	2
52	COC(=O)c1ccc(NC(=O)CCCN2C(=O)NC(C)(C)C2=O)cc1	nt	-1
53	C=CCn1c(C)nnc1SCC(=O)c1c(N)n(C2CC2)c(=O)[nH]c1=O	nt	2
54	CC(C)COCC1CC2(CC(C)(c3csc(N)n3)OC2=O)C(=O)O1 (centres undefined)	nt	-2
55	CC=Cc1cc(OC)c2c(c1)C(C)C(c1ccc(O)c(OC)c1)O2 (centres undefined)	nt	-1
56	CC12C=CC(=O)C=C1CCC1C3CCC(O)(C(=O)CO)C3(C)CC(O)C12F (centres undefined)	nt	6
57	O=C(NOCc1ccccc1)OCc1ccccc1	nt	5
58	O=C(CC1(O)CCCCC1)OC1CCCC1	nt	5
59	CC(=O)C1CCC2C3CC(C)C4(O)CC(=O)CCC4(C)C3C(O)CC12C (centres undefined)	nt	0
60	O=C1Nc2c(Cl)cc(Cl)cc2C1=O	nt	16
61	CC(C)CC(NC(=O)C1CCCN1C(=O)OC(C)(C)C)C(=O)NCC(N)=O (centres undefined)	0.5	7
62	CC(C)(C)NC(=O)C(c1ccncc1)N(C(=O)Cn1nnc(-c2ccc(F)cc2)n1)c1ccccc1F (centres undefined)	-0.4	-6
63	COc1ccc(S(=O)(=O)N2CCC(Nc3ccccc3Cl)CC2)cc1	0.8	-1
64	CCCCOc1ccccc1NC(=O)c1scc2c1OCCO2	-1.1	1
65	CCn1c(CCc2ccccc2)nc2ccccc21	1.6	5
66	CC(=O)Oc1ccc(OC(C)=O)c(SCCCCCCl)c1	2.3	12
67	Cc1ccc(C(=O)COC(=O)COc2ccc(C)c(C)c2)cc1	0.4	1
68	C/C(=N/NC(=O)c1ccncc1)c1ccc(NC(=O)c2ccccc2)cc1	-0.1	4
69	CCc1ccc(NC(=O)CSc2nccn(-c3ccc4c(c3)OCCO4)c2=O)cc1	2.4	1
70	COc1cc2[nH]c(=O)c(C(=O)NCc3ccccc3Cl)c(O)c2cc1OC	2.5	6
71	CC(=O)Nc1ccc(S(=O)(=O)Nc2ccn(Cc3ccccc3Cl)n2)cc1	-0.9	3
72	CC(C)COc1nc2ccccc2nc1N1CCN(C)CC1	-1.9	4
73	Cc1ccc(CN2CCN(CC(=O)NCc3ccccc3)CC2)cc1	0.6	4
74	C/C(CC(=O)Nc1ccc(N(C)C)cc1)=N\NC(=O)c1ccccc1F	-3.1	2
75	Cn1c2ccc(F)cc2c2nnc(SCCN3CCCCC3)nc21	-2.6	0
76	CN1C(=O)/C(=C/C=C2\SCCN2C)N(C)C1=S	4.1	10
77	Cc1nc(-c2cccc(NC(=O)COc3ccc(Cl)cc3)c2)cs1	2.6	-4
78	CCOc1ccccc1C(=O)Nc1ccc(S(=O)(=O)N2CCN(C)CC2)cc1	0.6	8
79	CC(C)Sc1ccccc1C(=O)Nc1ccc2c(c1)n(C)c(=O)n2C	2.3	7
80	N=C1SCC(=O)N1c1ncc(Cc2ccccc2Cl)s1	-2.2	16

In the list so far, two contain a tert-butyl group.
no.	SMILES	MEX-5 binding	PAFAH1B2 FP inh
61	CC(C)CC(NC(=O)C1CCCN1C(=O)OC(C)(C)C)C(=O)NCC(N)=O (centres undefined)	0.5	7
62	CC(C)(C)NC(=O)C(c1ccncc1)N(C(=O)Cn1nnc(-c2ccc(F)cc2)n1)c1ccccc1F (centres undefined)	-0.4	-6

(listing goes on)
no.	SMILES	MEX-5 binding	PAFAH1B2 FP inh
81	Cc1ccc(S(=O)(=O)c2nc(-c3ccccc3)oc2NCCCN2CCOCC2)cc1	1.7	1
82	CCCCc1cc2c(c(NC(=O)CC)n1)c(=O)oc1ccccc12	-2.2	1
83	C/C(=N/NS(=O)(=O)c1ccc(C(C)C)cc1)c1ccncc1	0.4	0
84	COCn1c(C(O)c2ccccc2)cc2ccccc21 (centres undefined)	5.8	-1
85	CCN1CCN(c2ccc(NC(=O)c3ccc(Br)o3)cc2)CC1	-1.7	-1
86	NC(=O)CSc1nnc(COc2ccc3ccccc3c2)o1	-1.8	8
87	Cc1onc(-c2ccccc2Cl)c1C(=O)N1CCC(C(N)=O)CC1	1.8	1
88	COc1cc(CNc2ccc3[nH]c(=O)[nH]c3c2)cc(Br)c1OCc1ccccc1F	0.7	0
89	Cc1ccc(S(=O)(=O)N[C@H](C(=O)NCC2CCC(C(=O)O)CC2)C(C)C)cc1 (some centres undefined)	0.0	1
90	COc1ccc(S(=O)(=O)NC(C)C(=O)N2CCCC2)cc1Cl (centres undefined)	-0.3	1
91	Cn1c(=O)c2c(nc(Oc3ccccc3Br)n2C)n(C)c1=O	-2.1	3
92	CCOc1ccc(-c2nnc(N3CCOCC3)c3ccccc23)cc1	-0.4	2
93	Cc1cc(NC(=O)c2ccc([N+](=O)[O-])cc2)no1	3.2	10
94	COc1ccc(C2/C=C\CN(C(=O)CC(C)C)CC(=O)N2Cc2ccc(F)cc2)cc1 (centres undefined)	3.0	1
95	Cc1cccc(N2NC(=O)/C(=C/c3ccc(-c4ccc(Cl)c(C(=O)O)c4)o3)C2=O)c1	0.0	17

Arranged by value in PAFAH1B2 FP inh (smallest number first): three of the compounds above.
| cpd | molecule | MEX-5 binding | PAFAH1B2 FP inh |
| --- | --- | --- | --- |
| 54 | CC(C)COCC1CC2(CC(C)(c3csc(N)n3)OC2=O)C(=O)O1 (centres undefined) | nt | -2 |
| 85 | CCN1CCN(c2ccc(NC(=O)c3ccc(Br)o3)cc2)CC1 | -1.7 | -1 |
| 89 | Cc1ccc(S(=O)(=O)N[C@H](C(=O)NCC2CCC(C(=O)O)CC2)C(C)C)cc1 (some centres undefined) | 0.0 | 1 |

Sorted by length of the SMILES (highest first): part of the list above
no.	SMILES	MEX-5 binding	PAFAH1B2 FP inh
95	Cc1cccc(N2NC(=O)/C(=C/c3ccc(-c4ccc(Cl)c(C(=O)O)c4)o3)C2=O)c1	0.0	17
91	Cn1c(=O)c2c(nc(Oc3ccccc3Br)n2C)n(C)c1=O	-2.1	3
92	CCOc1ccc(-c2nnc(N3CCOCC3)c3ccccc23)cc1	-0.4	2
